Compound activity (PubChem BioAssay)
NPYLR7 agonist – mosquito NPYLR7 agonism; hit rate 0.15% among 270,000; activation, % at 10 µM; AID 1259423; HEK293T NPYLR7/Galpha15, GCaMP6s calcium fluorescence; in the data active = activation above about 40%;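 also: 0% = vehicle and 100% = reference agonist at the receptor; some compounds past the cut are filed as inactive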
hcGAS inh – inhibitors of human cGAS; Q8N884; hit rate 0.081% among 290,000; recombinant h-cGAS, ATP depletion, Kinase-Glo luminescence; inhibition, % at 12.5 µM;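 also: 0% = vehicle reaction and 100% = reaction without DNA for no activity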
Target sequence (Q8N884 whole entry, looked up): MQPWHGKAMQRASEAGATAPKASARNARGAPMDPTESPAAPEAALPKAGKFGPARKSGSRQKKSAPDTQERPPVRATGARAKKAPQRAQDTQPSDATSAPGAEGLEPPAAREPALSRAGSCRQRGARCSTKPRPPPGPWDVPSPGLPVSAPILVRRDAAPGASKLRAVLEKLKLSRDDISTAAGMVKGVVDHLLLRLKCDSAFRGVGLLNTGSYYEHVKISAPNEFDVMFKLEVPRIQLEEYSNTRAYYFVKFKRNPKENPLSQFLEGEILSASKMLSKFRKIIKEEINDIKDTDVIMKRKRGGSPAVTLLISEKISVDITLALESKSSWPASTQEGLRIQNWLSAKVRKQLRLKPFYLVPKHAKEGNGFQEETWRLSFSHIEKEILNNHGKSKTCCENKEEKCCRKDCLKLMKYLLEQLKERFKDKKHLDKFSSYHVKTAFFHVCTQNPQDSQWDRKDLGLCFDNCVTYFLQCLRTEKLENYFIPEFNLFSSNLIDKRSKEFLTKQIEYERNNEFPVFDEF
mcGAS lum – inhibitors of mouse cGAS. Q8C6L5. recombinant cGAS, Kinase-Glo ATP depletion luminescence. inhibition, % at 12.5 µM. hit rate 0.15% among 160,000;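 also: 0% = negative control wells and 100% = reference inhibitor with no enzyme activity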
The depositor's hits bear a star; . = no result given; & = joins results of further samples. Rule as the data show it, unless noted: active = inhibition above about 40%; inactive = the rest.

SMILES	NPYLR7 agonist	hcGAS inh	mcGAS lum
O=C(NCc1ccc2nonc2c1)c1cccc2c1OCC2	4	0	.
O=C1NC(=S)N/C1=C\c1cc2c(cc1Br)OCO2	3	0	.
CC(C)CN1CC(C(=O)N2CCC(CO)(Cc3ccccc3)CC2)CC1=O (stereo unspecified)	-17	-1	.
CN(CC(=O)N1CCCC1)S(=O)(=O)c1cc(Cl)ccc1Cl	3	-8	.
CCOC(=O)N1CCC(Nc2nccc(CCC(F)(F)F)n2)CC1	-8	-5	.
Cc1ccc(-n2c(C3CCCCC3)n[nH]c2=S)cc1	-6	-4	.
Cc1cccc(CN2CCCC3(CCN(C(=O)CCOc4ccccc4)C3)C2)c1 (stereo unspecified)	14	-8	-10
CCOC(=O)c1c(N)sc(C(=O)Nc2cc(C)cc(C)c2)c1C	-5	-5	.
COC(=O)CCC(=O)c1ccc(Br)s1	-3	-6	-4
COc1cc(OC)cc(C(=O)OCC(=O)Nc2nc(C)cs2)c1	1	-3	.
COc1coc(CN2CCCC3(C2)CN(C)C(=O)O3)cc1=O (stereo unspecified)	5	-7	-9
CC(C)[C@H](CO)Nc1nccnc1-c1ccccc1	5	-3	-2
COc1ccc(Cc2noc(-c3ccc(NCc4cccc(C)n4)nc3)n2)cc1	4	-7	-12
O=C(Nc1ccc(N2CCCN(C(=O)C3CC3)CC2)cc1)c1ccc(Cn2ccnc2)cc1	3	-6	.
N#CC1(c2ccccc2)CCC(=O)N1CCO (stereo unspecified)	-2	-8	.
CN1CC[C@H](NCc2ccccc2)C[C@H](O)C1	3	5	-7
COc1cc(CN(CC(O)COCC(C)C)C(C)C)cc(OC)c1 (stereo unspecified)	38	-4	1
CC(C)(C)CN1CC(NC(=O)NC2CCCCC2)CC1=O (stereo unspecified)	-2	-4	-9
COc1ccc(OC)c2sc(N(CCCN(C)C)C(=O)c3cc(C)n(C)n3)nc12	8	7	0
O=S(=O)(Nc1ccccn1)c1ccc(F)cc1	0&0	2&-1	-5
CN1C(=O)NC(c2cccc(Oc3ccccc3)c2)C2=C1CN(C(Cc1ccccc1)C(=O)NCCOc1ccccc1)C2=O (stereo unspecified)	1	-5	-4
COc1ccc(C2CCCN2C(=O)C=Cc2cccc(Br)c2)c(OC)c1 (stereo unspecified)	-1	-4	-7
Cc1ccc(-n2c(CNC(=O)Nc3ccc(F)c(Cl)c3)nnc2SCc2ccccc2C)cc1	15	-1	-5
CC1CCN(C(=O)c2csc(COc3ccc(F)cc3)n2)CC1	14	-5	-5
O=C(CSc1ncnc2c1oc1ccccc12)Nc1ccc(F)cc1	6	-2	-8
CC(=O)c1c(C)[nH]c(C(=O)CSc2nnc(CN3CCCC3)o2)c1C	1	-4	-8
CCc1noc(CSC(C)c2cccs2)n1 (stereo unspecified)	4	-8	.
COc1ccccc1NC(=O)C(C)Sc1nnc2nc(C)cc(C)n12 (stereo unspecified)	0	-4	-5
COCCCNC(=O)N1CCC(C2CCN(C(C)=O)CC2)C1 (stereo unspecified)	.	-2	-1
Cn1c(=O)n(CCCO)c(=O)c2c1nc1n2CCCN1CCc1ccccc1	1	-4	.
O=C(NCC1CCCOC1)c1ccccc1-c1ncc(-c2ccc(F)cc2)o1 (stereo unspecified)	1	-9	-6
Cc1nnsc1CN(C)c1nccc(CCC(F)(F)F)n1	6	-8	.
C(=NNc1ccc2ccccc2n1)c1cccs1	6	-6	-5
Cc1ccc2nc(SCC(=O)NCC3CCCO3)nc(=O)n2c1 (stereo unspecified)	5	-10	-9
CCCCCCCC(=O)N(CC(=O)NCC(=O)Nc1cccc(C)c1)Cc1ccco1	4	-5	-4
OC[C@@H]1CCCN1Cc1csc(-c2ccc(Br)cc2)n1	-4&7	8&-7	-6
O[C@H]1CN(c2nc3ccccc3s2)C[C@@H]1N1CCN(c2ccccn2)CC1	16	-8	.
CCCCN(CC(=O)N(CCc1c[nH]c2ccccc12)Cc1ccccc1)C(=O)Nc1ccccc1F	-1	-8	-6
COc1ccc(-c2ccc(N3CCC(C(=O)Nc4ccccc4[N+](=O)[O-])CC3)nn2)cc1	-14	9	0
O=C(c1c(-n2cccc2)sc2c1CCSC2)N1CCN(C(=O)C2COc3ccccc3O2)CC1 (stereo unspecified)	4	-5	.
Nc1ncc(Br)cc1S(=O)(=O)N1CCOCC1	4	-8	.
CCCOc1ccc(-c2ccc(-c3noc(-c4cccc(Br)c4)n3)cc2)cc1	6	-9	-6
CN(C)c1ccc(-c2nccn2CC2OCCc3ccccc32)cn1 (stereo unspecified)	4	-2	.
OCCC1CN(CC2CCCCC2)CCN1Cc1ccc(F)c(F)c1 (stereo unspecified)	6	-5	-16
COC(=O)c1sccc1N=Cc1c(O)[nH]c(=O)[nH]c1=O	0	-3	-3
COC(=O)c1ccc(NC(=O)CSc2nc(=O)n(CCCN(C)C)c3c2CCCC3)cc1	0	5	1
N#CC1C(=N)OC2=C(C(=O)CCC2)C1C1CC=CCC1 (stereo unspecified)	0	-8	-5
COc1ccccc1-c1ccc(NC(C)Cc2cnccn2)nn1 (stereo unspecified)	-6	-6	.
COc1ccccc1-n1cc(C(=O)N2CCCC(Nc3cccc(F)c3)C2)cn1 (stereo unspecified)	1	-4	.
COc1ccccc1NC(=O)N1CCN(CC(OCc2ccc(C(F)(F)F)cc2)c2ccc(Cl)cc2)CC1 (stereo unspecified)	16	1	-4
CCOc1ccc2nc(SCC(=O)Nc3ncc(C(F)(F)F)cc3Cl)sc2c1	-5	-9	-6
CCCNc1nc(SC)nc2c1cnn2CCNC(=O)c1cc(Cl)ccc1OC	.	-2	-6
CCN(C(=O)c1ccc(OCC(=O)NC(C)C)c(OC)c1)c1ccc(C)cc1C	-3	-2	3
COc1cc(NC(=O)CN2CCC(c3c[nH]c4ccccc34)CC2)c(OC)cc1Cl	1	-9	-7
COCCCN(CC(=O)N(CCc1ccc(OC)c(OC)c1)Cc1ccc(C)s1)C(=O)Nc1cc(C(F)(F)F)cc(C(F)(F)F)c1	-9	-16	-6
c1ccc(CNc2nc(-c3ccco3)nc3ccccc23)cc1	.	-3	-3
CCC(CC)C(=O)N(C)c1c(C)nc2c(OCc3ccc(C(F)(F)F)cc3)cccn12	0	0	-1
COC(=O)CN(C)C(=O)c1ccc(COc2ccccc2C#N)o1	-5	-8	-14
CC(CN1c2ccccc2Sc2ccccc21)N(C)C (stereo unspecified)	-13&-5&-9&-3&1	1&-4&-2&-6&-8	-5&-5
CN(Cc1ccsc1)Cc1ccc(-c2ccn[nH]2)o1	14	0	.

Next results
SMILES	NPYLR7 agonist	hcGAS inh	mcGAS lum
CCOC(=O)C1CCN(C(=O)c2ccc(-n3nc(-c4ccc(OC)cc4)cc3N)cc2)CC1	0	1	-6
Cc1cc(C)cc(-n2c(C)cc(C=C3C(=O)N(c4ccccc4)C(=S)N(c4ccccc4)C3=O)c2C)c1	1	-5	-7
COCCNC(=O)c1cnn2c(C(F)(F)F)cc(-c3cccs3)nc12	0	-2	-5
CCCCC1C=CCN1C(=O)c1ccc(N2CC(=O)NC2=O)cc1 (stereo unspecified)	5	-6	.
COCCn1ccnc1CN1C(C)CCCN1c1ccccc1 (stereo unspecified)	-2	0	.
CCN(CCCNC(=O)C(=O)c1c(C)[nH]c2ccccc12)c1cccc(C)c1	-3	5	1
O=C(CN1CCC(c2ccccc2)C1)N1CCc2c(nc[nH]c2=O)C1 (stereo unspecified)	5	-2	-8
O=C(NC1CC1)c1coc(CN(Cc2ccc(F)cc2)Cc2cccc(Cl)c2Cl)n1	4	-6	-7
CCC(C)(C)NS(=O)(=O)c1c(C)c(C)cc(C)c1C	16	-3	.
Cc1ccc(C(C)C)c(OCC(=O)N2CCC(C(=O)Nc3ccc4c(c3)OCO4)CC2)c1	6	-5	.
CN(Cc1ccccc1C(F)(F)F)c1ncc(C(N)=O)cc1Cl	-6	-1	.
COc1ccc(C2=NC(=Cc3csc(-c4ccc(OC)cc4)n3)C(=O)O2)cc1	5	-2	-2
CCOc1nn(CC)cc1C(=O)Nc1cccc(C)c1	10	2	.
Cc1ccc(CN2CCN(Cc3ccccc3CO)CC2)n1-c1cccnc1	3	-3	.
CCCC(=O)OCC(O)CN(Cc1ccc(F)cc1)Cc1ccc(C)cc1C (stereo unspecified)	34	-9	-5
O=c1[nH]c(N2CCc3ccccc3C2)nc2ncc3c(c12)CCC3	-1	-10	-9
COc1cn(CC(=O)NCc2ccccc2)c(CSc2nc(C)cc(C)n2)cc1=O	-2	-7	-12
CCOC(=O)c1nn(CCc2ccccc2)c2c1CN(C(=O)CCc1nc3ccccc3s1)CC2	4	-4	-15
Cc1cc(C)c2c(n1)nn1c(NCCCN(C)C)cc(C)nc21	3	-6	-9
CCNc1ncc(C(=O)N2CCc3cc(OC)c(OC)cc3C2)cn1	5	-5	.
COc1ccc(OC)c2sc(N(Cc3cccnc3)C(=O)c3cc(C)nn3C)nc12	3	-5	.
CCOc1ccccc1C(=O)NCC(=O)N1CCCN(S(C)(=O)=O)CC1	-3	-5	.
CCOc1cccc(CN2CCC(CCC(=O)Nc3ccc(OC)cc3OC)CC2)c1	18	-4	.
COc1ccc(CN2CCCn3cccc3C2c2cc([N+](=O)[O-])ccc2Cl)c(OC)c1 (stereo unspecified)	-8	2	4
CN(Cc1ccn[nH]1)C(=O)CSC12CC3CC(CC(C3)C1)C2	.	-19	-8
O=C(NCc1ccco1)c1cc2c(ccc3ccccc32)oc1=O	-3	-2	-4
CCCCC(=O)N(C)c1c(C)nc2ccc(C(=O)N(C)CCN(C)C)cn12	13	-2	-2
CC(C)c1c(C2CCN(C(=O)NCC3CCCO3)CC2)noc1N (stereo unspecified)	.	-12	-6
Cc1cccc(NC(=O)CN2CCN(Cn3nc(-n4cncn4)ccc3=O)CC2)c1C	0	2	.
N#CCCCOc1cccc(C2NC(=O)c3ccc(Cl)cc3N2)c1 (stereo unspecified)	-8	-4	-8
CC(C(=O)Nc1ccc2c(c1)OCO2)N1CCN(c2cnn(-c3ccccc3)c(=O)c2Cl)CC1 (stereo unspecified)	10	-4	.
CC1ON=C(c2cccc3ccccc23)N(C)C1=O (stereo unspecified)	3	-9	.
CC(C)C(CNC(=O)/C=C/c1ccco1)N1CCOCC1 (stereo unspecified)	3	-8	.
CCN(C(=O)Cn1cnc2c1c(=O)n(C)c(=O)n2C)C1CCCCC1	4	-3	.
O=C(CCN(Cc1ccco1)c1nc(Cc2ccc(F)cc2)ns1)NCc1ccc(F)cc1	-14	-2	0
Cc1cccnc1CN(C)C(=O)c1cc(CC(C)C)nc(N)n1	12	-3	.
O=C(Nc1cc(C(F)(F)F)ccc1-n1cccn1)C1CCN(C(=O)C2CC2)CC1	-6	11	.
CC(NC(=O)CCc1cscn1)c1nc(-c2cccnc2)cs1 (stereo unspecified)	-2	-9	-19
C=CC(=O)Nc1cc(NC(=O)c2cccc(C)c2)ccc1F	1	-7	.
Cn1ccc(NC(=O)COc2ccc(Cl)cc2C2CCCCC2)n1	2	8	.

Some of these compounds in order of molar mass, high to low.
SMILES	NPYLR7 agonist	hcGAS inh	mcGAS lum
O=C(CCN(Cc1ccco1)c1nc(Cc2ccc(F)cc2)ns1)NCc1ccc(F)cc1	-14	-2	0
CCOc1cccc(CN2CCC(CCC(=O)Nc3ccc(OC)cc3OC)CC2)c1	18	-4	.
CCOc1ccccc1C(=O)NCC(=O)N1CCCN(S(C)(=O)=O)CC1	-3	-5	.
CCN(C(=O)Cn1cnc2c1c(=O)n(C)c(=O)n2C)C1CCCCC1	4	-3	.
O=C(NCc1ccco1)c1cc2c(ccc3ccccc32)oc1=O	-3	-2	-4
Cc1cccnc1CN(C)C(=O)c1cc(CC(C)C)nc(N)n1	12	-3	.
CC1ON=C(c2cccc3ccccc23)N(C)C1=O (stereo unspecified)	3	-9	.

Back to the main list with the three entries that preceded the break.
SMILES	NPYLR7 agonist	hcGAS inh	mcGAS lum
CC(NC(=O)CCc1cscn1)c1nc(-c2cccnc2)cs1 (stereo unspecified)	-2	-9	-19
C=CC(=O)Nc1cc(NC(=O)c2cccc(C)c2)ccc1F	1	-7	.
Cn1ccc(NC(=O)COc2ccc(Cl)cc2C2CCCCC2)n1	2	8	.
O=C(c1ccc(CSc2nccc(C(F)(F)F)n2)cc1)N1C2CCC1CC(Oc1cccc(C(F)(F)F)c1)C2 (stereo unspecified)	7	-14	-7
CCCC(C)NC(=O)c1ccc(C#Cc2ccccc2)cc1 (stereo unspecified)	4	-12	-8
Cc1ccccc1Cn1cnc2c(cnn2CCNC(=O)c2ccc(F)cc2)c1=O	-5	-5	-9
COc1ccc(CCN(C)c2cc(Cl)nc(SCc3ccc(C(=O)NCCc4ccc(Cl)cc4Cl)cc3)n2)cc1OC	16	-2	-4
CCC(=O)N1CCCC1(C)C(=O)Nc1ccc2nc(C)ccc2c1 (stereo unspecified)	3	-19	-7
CC(C)CNC(=O)[C@@]1(OCc2cccc(C(F)(F)F)c2)CC(OCc2c(F)cccc2F)[C@H](O)[C@H](O)C1 (stereo partly specified)	5	-1	-3
CCOC(=O)c1nn(-c2ccccc2C)c(=O)cc1NCc1ccccc1Cl	7	-4	.
O=C(Nc1ncc(Cc2ccccc2Br)s1)c1ccccc1F	0	0	-14
Cc1ccc(F)c(-c2nccn2CCN2CCOC2=O)c1Cl	0	-5	.
O=C(c1n[nH]c(=O)c2ccccc12)N1CCN(S(=O)(=O)c2cccc(Cl)c2)CC1	5	3	.
O=C(/C=C/c1cn(S(=O)(=O)c2ccc(Cl)s2)c2ccccc12)N1CCCC1c1ccncc1 (stereo unspecified)	-9	-4	.

Outcome played no part in choosing rows. Share with any hit: about 0.27%.
